Screens (PubChem BioAssay)
NOD1 NF-kB reporter – inhibition of NOD1-driven NF-kB reporter – cell-based, luminescence, uHTS, primary screen (AID 1578); 290,000 compounds, 1% hits; one-dose inhibition, % at 4 µM; EC50 in µM for titrated hits; NOD1-driven NF-kB luciferase reporter cells, luminescence; higher % means a stronger effect; in the data active means inhibition mostly above about 36%, no sharp cut-off; inactive means mostly below about 34%;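 further: HEK-293T reporter cells stimulated with the NOD1 agonist gamma-tri-DAP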
GPR55 LPI antagonism – GPR55 antagonists blocking LPI-driven arrestin recruitment, primary screen, imaging, U2OS, beta-arrestin-GFP, LPI agonist (AID 2013); 290,000 compounds, 0.13% hits; U2OS GPR55 beta-arrestin-GFP translocation imaging, LPI antagonism; higher % means a stronger effect; inhibition, % at 10 µM, or IC50 in µM where a hit was titrated;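 active means spots per cell inhibited over 60%, with over 100 cells counted and total cytoplasm intensity under 500,000; inconclusive means wells with under 100 cells, flagged as likely toxic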;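 further: U2OS cells stably carrying GPR55 and arrestin-GFP stimulated by 5 µM LPI near EC80; imaged beta-arrestin-GFP aggregate spots per cell after agonist stimulation; plate controls were LPI-stimulated DMSO wells for no effect and DMSO wells without LPI for full effect; some results filed as inactive read as strong as hits; confirmed hits need IC50 under 10 µM and bright autofluorescent wells are also inconclusive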
Myeloid diff 2 – compounds promoting myeloid differentiation. ER-HoxA9 myeloid progenitors, lysozyme-GFP differentiation, flow cytometry. calls only at 10 µM. 360,000 compounds, 1% hits;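 active means normalized GFP-positive differentiation at or above the plate's own cutoff, the solvent-only control mean plus 3 SD; inconclusive means no clear call, values can overlap the other calls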;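 further: cells exposed to compound for four days before flow analysis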
GPR35 antagonists – GPR35 antagonists blocking zaprinast-driven arrestin recruitment, primary screen, imaging, U2OS, beta-arrestin-GFP, zaprinast agonist (AID 2058); U2OS GPR35 beta-arrestin-GFP translocation imaging, zaprinast antagonism; higher % means a stronger effect; inhibition, % at 10 µM; hits with a dose series show IC50 in µM; 290,000 compounds, 0.052% hits;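 active means inhibition of at least 50% with at least 30 cells and total cytoplasm GFP at most 10,000,000; inconclusive means under 30 cells or total GFP of 10,000,000 plus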
KOR beta-arrestin-1 – kappa opioid receptor activators – cell-based, luminescence, uHTS, primary screen (AID 1777). KOR beta-arrestin recruitment, luminescence; higher % means a stronger effect. activation, % at 10 µM, or EC50 in µM where a hit was titrated. 280,000 compounds, 0.02% hits; in the data active means activation above about 50%, passing the limit was not always enough; further: a part of the inactive calls stands beside numbers as strong as those of hits
HIV peptide binding – inhibitors of HIV fusion peptide binding, primary screen, biochemical, uHTS, fluorescence dequenching (AID 1986); 290,000 compounds, 0.3% hits; inhibition, % at 20 µM, or IC50 in µM where a hit was titrated; cell-free peptide binding, fluorescence dequenching, 30 min; higher % means a stronger effect; in the data active means inhibition mostly above about 52%, no sharp cut-off; inactive means mostly below about 76%; further: some results filed as inactive read as strong as hits
KOR beta-arrestin-2 – kappa opioid receptor blockers – cell-based, luminescence, uHTS (AID 1778) | KOR beta-arrestin recruitment, luminescence, antagonist mode; higher % means a stronger effect | inhibition, % at 10 µM, or IC50 in µM where a hit was titrated | 290,000 compounds, 0.091% hits; further: strong numbers were not always called active
GPR55 activation – GPR55 agonists via beta-arrestin recruitment, primary screen, imaging, U2OS cells, beta-arrestin-GFP redistribution (AID 1961). U2OS GPR55 beta-arrestin-GFP redistribution imaging; higher % means a stronger effect. activation, % at 10 µM, or EC50 in µM where a hit was titrated. 290,000 compounds, 0.048% hits;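 active means activation above 40% with more than 50 cells counted in the well; inconclusive means wells holding fewer than 50 cells, flagged as toxic or sparse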;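 further: U2OS osteosarcoma cells stably expressing GPR55 and beta-arrestin-GFP; plate controls were DMSO negative control for no effect and LPI positive control for full effect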
NOD2 inhibition – NOD2 signaling inhibitors, cell-based, luminescence, uHTS, HEK293 (AID 1566); 290,000 compounds, 0.63% hits; inhibition, % at 4 µM; hits with a dose series show EC50 in µM; HEK293 NOD2/NF-kB luciferase reporter, luminescence; higher % means a stronger effect; further: many of its hits are not listed in these tables
Myeloid diff 2 GFP+ MAC1+ % – also measured in Myeloid diff 2; calls as there; GFP+ MAC1+ double positive, %; measured here: differentiation confirmed by MAC1 staining
* hit, by the source's call; i = inactive; ? = inconclusive; . = not tested or not shown; + = active, no number; [ ] = remark or other dose. Unless noted, no stated cut-off is given here; in the data, active means inhibition above about 50%; inactive means the rest.

molecule	KOR beta-arrestin-1	KOR beta-arrestin-2	GPR55 LPI antagonism	GPR55 activation	Myeloid diff 2	HIV peptide binding	NOD2 inhibition	NOD1 NF-kB reporter	Myeloid diff 2 GFP+ MAC1+ %	GPR35 antagonists
CCCCCn1c(=S)[nH]c2ncccc2c1=O	0.7%	17%	28%	-0.1%	i	2.6%	4%	-27%	0.2	2%
O=C(C1CCCN(S(=O)(=O)c2cccc3cccnc23)C1)N1CCN(c2ccccc2F)CC1 (stereo unspecified)	7.3%	2%	2%	-0.1%	?	0.4%	2%	-7%	.	-4%
CS(=O)(=O)N(CC(=O)NCc1ccccc1)Cc1ccc(Cl)cc1	18%	-18%	13%	-0.1%	i	1.9%	10%	-7%	1.0	12%
Cc1ccc(-c2cc(C(=O)Nc3cnn(C(C)C)c3)no2)cc1	2.1%	-14%	18%	-0.3%	i	-0.7%	-15%	-38%	1.3	20%
S=C(Nc1ccc(Cl)cc1)NC1CC2CCCC(C1)N2C1CCCC1 (stereo unspecified)	3.5%	-30%	36%	0.0%	i	1.1%	9%	14%	12	-8%
Cc1ccc(-c2csc3nc(-c4ccncc4)[nH]c(=O)c23)cc1	4.1%	13%	20%	0.0%	i	7.6%	8%	26%	0.5	2%
C/C=C/C(=O)OCC(=O)Nc1ccccc1Br	1.6%	-2%	3%	-1.1%	i	-0.9%	7%	-35%	0.5	8%
O=C(NN1CCOCC1)c1cc(-c2ccc(Br)cc2)nc2ccccc12	2.2%	-2%	22%	0.0%	i	0.7%	8%	-18%	0.2	8%
CC(Sc1nnc(N)s1)c1ccccc1Cl (stereo unspecified)	2.8%	3%	-2%	-0.1%	i	1.3%	10%	11%	0.7	12%
O=C(O)c1cccc(C(=O)Cc2ccccc2)c1	6.9%	-6%	0%	0.2%	i	3.6%	-13%	-27%	0.6	4%
CCC(Sc1nc2ccccc2c(=O)n1CCN1CCOCC1)C(=O)NCc1cccnc1 (stereo unspecified)	-3.1%	29%	1%	-0.2%	i	-1.1%	-16%	-9%	1.7	-6%
COc1ccc(N(CC(=O)N2CCc3ccccc32)S(=O)(=O)c2c(C)nn(C)c2C)cc1	-1.1%	14%	2%	0.2%	i	0.3%	-5%	-3%	6.7	-3%
COC(=O)c1cc2sc(Cl)cc2n1CC(=O)NCC1CCCO1 (stereo unspecified)	3.1%	-32%	5%	-0.1%	i	1.7%	-12%	-14%	0.0	-2%
CCOC(=O)C(C)Sc1nnc(-c2c[nH]c3ccccc23)n1C (stereo unspecified)	6.3%	-1%	10%	-0.1%	i	1.2%	-5%	-24%	2.6	-8%
C=CCn1c(SCC(=O)NC(=O)c2cccc([N+](=O)[O-])c2)nnc1-c1ccccc1F	2.6%	22%	7%	-0.3%	i	-0.1%	14%	-32%	0.5	2%
COc1cccc(C(C)NC(=O)C2CCCO2)c1 (stereo unspecified)	-3.5%	-44%[20 µM]	9%	-0.1%	i	2.7%	3%	-3%	0.6	2%
CCCCc1cc(=O)oc2cc(OCC(=O)N[C@@H](Cc3ccccc3)C(=O)O)ccc12	-0.1%	11%[20 µM]	4%	0.2%	i	9.0%	6%	-15%	1.9	-6%
Cc1ccc(-n2c(N)c(C(=O)Nc3c(C)n(C)n(-c4ccccc4)c3=O)c3nc4ccccc4nc32)cc1	1.8%	35%	20%	0.0%	i	2.9%	-2%	-5%	0.0	-6%
CC(C)CCNC(=O)C(c1ccco1)N(Cc1cccs1)C(=O)Cn1nnc2ccccc21 (stereo unspecified)	-0.7%	22%	-1%	-0.2%	i	1.3%	3%	-7%	0.8	4%
CCCNC(=O)c1ccc(S(N)(=O)=O)cc1	0.2%	7%	8%	0.7%	i	1.4%	-9%	-4%	0.4	9%
O=C(Nc1ccccc1-c1nnn(CC(=O)N2CCc3ccccc3C2)n1)C1CCC1	4.1%	22%	4%	-0.2%	i	2.7%	-6%	-28%	1.6	8%
NNc1nc(-c2ccccc2)nc2sc3c(c12)CCCC3	-21%	-15%	8%	-0.3%	i	-1.5%	-52%	-25%	0.3	-10%
O=C(CCN1C(=O)S/C(=C\c2ccc(Cl)cc2)C1=O)Nc1ccc(C(=O)O)cc1	13%	-1%	2%	0.4%	i	7.7%	10%	-22%	4.2	4%
CC(Oc1cccc(F)c1)c1ccnc2nc(/N=C/N(C)C)nn12 (stereo unspecified)	12%	-21%	-8%	0.9%	i	-0.9%	-15%	9%	0.4	-5%
O=[N+]([O-])c1cccc(NC(=S)N2CCN(S(=O)(=O)c3ccccc3)CC2)c1	-0.3%	-6%	18%	0.4%	i	0.5%	4%	-20%	1.2	1%
Cc1ccccc1NC(=O)CSc1nc(-c2ccccc2)cc(=O)[nH]1	-0.5%	-10%[20 µM]	-4%	-0.2%	i	2.4%	4%	-29%	0.5	-2%
CC(=O)c1ccc(N2CCN(C(=O)c3cc4c(-c5ccccc5F)nn(C)c4s3)CC2)cc1	1.3%	-12%	-4%	-0.2%	i	-2.4%	11%	26%	2.7	-6%
Nc1ccc(CCn2ccnc2)cc1	1.0%	17%	9%	-0.2%	i	-5.0%	17%	-6%	0.3	-13%
Cc1csc2nc(CSc3nncn3-c3ccccc3)c(Br)n12	-5.2%	21%	-12%	0.2%	.	-1.8%	21%	4%	.	-13%
CCC(=O)N1N=C(c2ccc(NS(=O)(=O)CC)cc2)CC1c1ccc(C)cc1 (stereo unspecified)	-2.4%	0%	-3%	-0.3%	i	1.9%	8%	-4%	0.5	3%
Cc1ccc(C)c(S(=O)(=O)N2C(=S)NC(=O)C2CC(C)C)c1 (stereo unspecified)	10%	4%	2%	-0.2%	i	0.8%	10%	7%	0.6	7%
CCn1c2ccccc2c2cc(CNCc3ccc(OC)cc3OC)ccc21	3.4%	-430%	26%	1.2%	i	0.5%	21%	-18%	1.9	-18%
C=CCN1C(=O)c2ccccc2Sc2ccc(C(=O)NCC(OC)OC)cc21	0.3%	-30%	8%	-0.3%	i	-0.2%	-6%	-3%	0.8	8%
C=CCN(CC=C)C(=S)NC(=O)c1ccc(OC)cc1	-6.0%	-36%[20 µM]	3%	-0.1%	i	-0.5%	4%	-41%	0.2	11%
CCCn1nnnc1SCC(=O)NNC(=O)C1CCCCC1	3.2%	-11%	-1%	0.2%	.	-1.5%	8%	4%	.	31%
O=C(NC(=S)N1CCCc2ccccc21)c1ccc([N+](=O)[O-])cc1	1.1%	-42%	4%	-0.3%	i	1.1%	3%	-20%	0.6	20%
CCCCOCCCNC(=O)c1cccs1	-2.5%	12%	1%	-0.1%	i	-0.1%	3%	-18%	8.6	4%
Nc1ccc2nc(SCC(=O)N3CCN(c4ccccc4)CC3)sc2c1	2.9%	-12%	2%	-0.1%	i	-0.6%	34%	6%	0.7	-2%
O=C(COC(=O)c1cccc(C(=O)OCC(=O)NCc2ccc(F)cc2)n1)NCc1ccc(F)cc1	-0.4%	-1%	7%	0.5%	i	1.0%	7%	-16%	0.8	-14%
COc1ccc(S(=O)(=O)Nc2c(NC3CCCCC3)c3ccccc3oc2=O)cc1	3.7%	-24%	5%	0.0%	i	0.2%	10%	-19%	0.6	0%
CC(NC(=O)c1ccc(=O)oc1)c1ccccc1 (stereo unspecified)	-0.9%	7%	-2%	0.0%	i	0.7%	14%	-14%	1.3	14%
O=C1CCC(Cc2ccccc2)N1 (stereo unspecified)	1.4%	2%	0%	-0.1%	i	1.1%	-31%	-10%	5.1	-2%
O=C(Cn1cc2c(n1)CCCC2)NCc1cccnc1	-1.3%	-63%	-2%	-0.1%	i	0.1%	-12%	34%	2.1	-5%
CCN(CC)CCNC(=O)c1cn(CC)c2ccc(S(=O)(=O)N3CCc4ccccc4C3)cc2c1=O	-6.2%	-9%	13%	1.0%	i	1.8%	15%	-9%	4.1	-6%
CC(C)CNC(=O)CC(c1ccccc1)c1c(O)ccc2ccccc12 (stereo unspecified)	-2.5%	32%	14%	-0.1%	i	-0.3%	20%	7%	0.7	14%
Cc1c(C(C)(C)O)[nH]c2cc(C(F)(F)F)ccc12	4.4%	-47%[20 µM]	-13%	-0.3%	i	0.9%	22%	16%	3.4	5%
CC(=O)N1N=C(c2cccc(NS(=O)(=O)c3ccc(C)cc3)c2)CC1c1ccco1 (stereo unspecified)	-0.8%	-24%	8%	-0.1%	i	1.2%	8%	0%	3.5	-16%
Cc1ccc(NS(=O)(=O)c2ccc(C(=O)OCC(=O)Nc3cc(C)on3)cc2)cc1	5.5%	-9%	5%	-0.3%	i	3.5%	8%	24%	0.1	-15%
O=C1N/C(=N\c2ccccn2)SC1Cc1ccccc1Cl (stereo unspecified)	-0.5%	10%	-8%	-0.2%	i	-1.6%	-14%	4%	1.1	9%
O=C(O)c1cccc(S(=O)(=O)Nc2ccccc2C(=O)NCCc2ccccc2)c1	8.1%	-14%	1%	-0.1%	+	5.2%	-18%	-16%	14*	-4%

(further entries)
molecule	KOR beta-arrestin-1	KOR beta-arrestin-2	GPR55 LPI antagonism	GPR55 activation	Myeloid diff 2	HIV peptide binding	NOD2 inhibition	NOD1 NF-kB reporter	Myeloid diff 2 GFP+ MAC1+ %	GPR35 antagonists
O=C(NC1CCN(Cc2ccccc2)CC1)c1ccccc1Cl	-1.8%	-28%[20 µM]	15%	-0.1%	i	0.7%	-2%	-19%	0.9	-6%
O=C(NC1CCCCC1)C(c1ccncc1)N(C(=O)c1ccco1)c1ccc(F)cc1 (stereo unspecified)	-3.2%	31%	8%	-0.2%	i	-0.7%	-8%	-10%	0.7	3%
Cc1onc(-c2ccccc2Cl)c1C(=O)NCC(=O)O	2.5%	-28%	12%	-2.3%	i	-1.3%	0%	-3%	0.8	12%
CCCCn1c(N)c(N(CC(C)C)C(=O)c2cc(C)oc2C)c(=O)[nH]c1=O	-1.3%	13%	19%	-0.1%	i	-0.2%	17%	-21%	0.6	3%
O=C1N/C(=N\N=C\c2cccs2)SC1Cc1cccc(Cl)c1Cl (stereo unspecified)	2.1%	-65%	-16%	0.9%	.	1.2%	-1%	-25%	.	-4%
CCCCN=C1NC(=O)C(CC(=O)NCCc2ccc(OC)cc2)S1 (stereo unspecified)	1.6%	-29%	-16%	-0.2%	i	1.1%	7%	-18%	0.3	13%

These rows are one share of the data; the hit share may differ from the screen's.
